Screening results as filed in PubChem BioAssay.
Lipid storage S3 = qHTS Assay for Lipid Storage Modulators in Drosophila S3 Cells. Drosophila S3 cells, BODIPY lipid droplet fluorescence, 18-24 h; cells fed with added oleic acid. Potency in µM for hits, for the others lipid storage change, negative = inhibition, % at the top dose, mostly 46.1 µM. 320,000 tested, 0.64% active. AID 2685; active = well fitted inhibition curve with a large enough effect in the signal ratio, with a control signal flat, not every such curve was filed as active; inconclusive = small, poorly fitted or top-dose-only effect, or effect the other way, or a change in a side signal; the % refers to the signal ratio
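Drosophila S3 cells loaded with oleic acid (400 uM, as added) and compounds at several concentrations; lipid droplets imaged by 488-nm laser-scanning cytometry, 500–530 nm intensity and object ratio to cell channel. Percent activity normalized to 20 uM Triacsin C.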
Lipid storage S3 cell count max = further read-out of Lipid storage S3, marked with its call; cell number change, %; measured here: cell count max response;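 cells counted by Cell Tracker Red CMTPX staining in the red channel; peak over a dose series mostly up to 46.1 µM; percent activity relative to internal control wells on each plate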
* hit, by the source's call; i = inactive; ? = inconclusive; . = not tested or not shown; & = joins results of further samples; [ ] = remark or other dose. % is scaled to controls: 0 for no effect and ±100 for the full control effect; potency is read from the fitted curve at half-maximal effect. Only part of the results is shown, so the mix of outcomes need not match the whole.

SMILES	Lipid storage S3	Lipid storage S3 cell count max
Cc1c(C(=O)OCC(C)C)[nH]c2c1C(=O)CC(c1cccs1)C2 (configuration not stated)	?	.
COc1ccc2[nH]c(=O)c(CN(C3CCCCC3)C(c3nnnn3Cc3ccco3)C(C)C)cc2c1 (configuration not stated)	?	.
O=S1(=O)N=C(N/N=C/c2ccccn2)c2ccccc21	-12%	-17
O=S(=O)(c1cccc(S(=O)(=O)N2CCN(c3ncccn3)CC2)c1)N1CCOCC1	-8%	-20
COc1ccc(C2CC(c3ccc4ccccc4c3)=NN2C(=O)CN2C(=O)CCC2=O)cc1 (configuration not stated)	i	.
NC(=O)C1CCN(c2oc(-c3ccccc3F)nc2S(=O)(=O)c2ccc(Cl)cc2)CC1	?	.
COc1cc(C(=O)OCC(=O)N2CCC(C)CC2)cc2c1OCCO2	?	.
CC(C)Oc1ccc(CN2CCCC(CO)(Cc3ccc(F)cc3)C2)cc1 (configuration not stated)	?	.
C/C(=N\OC(=O)c1ccc(Cl)cc1)c1sc(-c2ccccc2)nc1C	25%	26
C=CCNc1nc(SCC=C)nc2ccsc12	-23%	0
CCCCOc1ccc(C(=O)NCC(=O)N2CC=C(c3ccccc3)CC2)cc1	29%	27
O=C(CC1CCCCC1)NCc1ccc(Cl)cc1	?	.
Cc1cc(NC(=O)Nc2cc(Cl)sc2Cl)no1	15%	7
C/C=C/C=N/NC(=O)CN(c1ccc(Br)cc1)S(=O)(=O)c1ccccc1	?	.
CC1(C)CC(=O)N(c2cccc(Cl)c2)C(=O)C1	-4%	5
CS(=O)(=O)c1ccc(NC(=O)CCN2C(=O)C3CCCCC3C2=O)cc1 (configuration not stated)	?	.
C=CCOC(=O)C1=C(C)NC(C)=C(C(=O)OCC=C)C1c1ccc(C)o1	-2%	1
CC1c2nc3ccccc3n2C(CC(=O)NC2CC2)C(=O)N1Cc1ccccc1 (configuration not stated)	1%	23
Cn1c(=O)c(Nc2ccc(O)cc2)c2c3c(cccc31)C(=O)c1ccccc1-2	3%	4
Cc1ccc(C(=O)N/N=C\c2ccc3c(c2)OCO3)cn1	?	.
Cc1ccccc1OCc1nc2ccccc2c(=O)n1N	?	.
CCCn1c(=O)c2ccccc2n2c(SCC(=O)/C(C#N)=C(\C)N)nnc12	16%	24
CCN(CC)C(=O)CSc1nc(O)cc(=O)n1-c1ccccc1OC	?	.
CCOC(=O)N1CCN(C(=O)C(NS(=O)(=O)c2cccc3nsnc23)c2ccccc2)CC1 (configuration not stated)	i	.

Quoted at random: 6 compounds from above, in no set order.
SMILES	Lipid storage S3	Lipid storage S3 cell count max
CCOC(=O)N1CCN(C(=O)C(NS(=O)(=O)c2cccc3nsnc23)c2ccccc2)CC1 (configuration not stated)	i	.
CCN(CC)C(=O)CSc1nc(O)cc(=O)n1-c1ccccc1OC	?	.
Cc1cc(NC(=O)Nc2cc(Cl)sc2Cl)no1	15%	7
Cc1ccc(C(=O)N/N=C\c2ccc3c(c2)OCO3)cn1	?	.
Cc1ccccc1OCc1nc2ccccc2c(=O)n1N	?	.
CS(=O)(=O)c1ccc(NC(=O)CCN2C(=O)C3CCCCC3C2=O)cc1 (configuration not stated)	?	.

Later entries
SMILES	Lipid storage S3	Lipid storage S3 cell count max
COc1ccc(CCNC(=O)c2sc(=S)n(C)c2N)cc1	?	.
CC(=O)OC(C(=O)NCc1ccco1)c1cccnc1 (configuration not stated)	?	.
COc1ccccc1N1CCN(CCCCCCOc2ccc(F)cc2)CC1	?	.
COC(=O)c1ccc(NC(=O)Nc2ccccc2F)cc1	?	.
Cc1noc(C)c1COc1ccc(C(=O)Nc2ccccc2)cc1	0%	2
COC(=O)c1ccc(CSc2nnc3sc4ccccc4n23)o1	?	.
N=c1c2c(-c3ccccc3)c(-c3ccccc3)n(Cc3ccco3)c2ncn1CCCn1ccnc1	?	.
O=C(O)c1ccccc1C(=O)Nc1ccc(S(=O)(=O)Nc2ccc(F)cc2)cc1	?	.
COc1ccc(CN(C)C(=O)CCN(c2ccccc2)S(=O)(=O)c2ccc(C)cc2)c(OC)c1	?	.
COc1ccc([C@H](OC)[C@@]2(Cc3ccc(O)cc3)N=C(N)N(C)C2=O)cc1	?	.
CN(CC(=O)Nc1c(Cl)cccc1Cl)C(=O)Cc1ccc(S(=O)(=O)N2CCOCC2)s1	-12%	-15
C[C@H](NC(=O)[C@@H]1CSC2c3ccccc3C(=O)N21)C(=O)NCc1c(F)cccc1Cl (some centres not stated)	i	17
CC(C(=O)OCC(=O)N1CCN(c2ccccc2)CC1)N1C(=O)c2ccccc2C1=O (configuration not stated)	?	.
O=C(COC(=O)c1ccc(F)cc1F)NC1CC1	-10%	13
O=C(O)[C@H]1CCCC[C@H]1C(=O)Nc1ccc(S(=O)(=O)N2CCOCC2)cc1	?	.
CC(NC(=O)CSc1nc(=O)cc(N)n1-c1ccccc1)c1ccccc1 (configuration not stated)	26%	.
O=C(Nc1ccc2c(c1)C(=O)N(c1ccccc1)C2=O)c1cccs1	?	.
N/C(=N\NC(=O)c1sccc1OCc1ccc(Cl)cc1Cl)c1ccccn1	-10%	-10
CC(C)C(NC(=O)c1c(F)cccc1F)C(=O)N1CCN(S(=O)(=O)c2ccc(F)cc2)CC1 (configuration not stated)	?	.
COc1ccc(N(CC(=O)NC2CCCC2)C(=O)Cn2nnc(-c3ccc(F)cc3)n2)cc1	i	8
COCc1cc(NCc2ccc(Cl)cc2)nc(C)n1	-3%	4
C/C(Cc1ccccc1)=N\NC(=O)CCCCCC(=O)N/N=C(\C)Cc1ccccc1	4%	-10
CN(C)S(=O)(=O)c1cccc(NS(=O)(=O)c2ccc(Cl)s2)c1	?	.
O=C(COC(=O)c1ccccn1)NC12CC3CC(CC(C3)C1)C2	?	.

Some of the entries so far, with values under each structure.
Each structure is followed by: Lipid storage S3	Lipid storage S3 cell count max
> O=C(Nc1ccc2c(c1)C(=O)N(c1ccccc1)C2=O)c1cccs1
    ?	.
> CC(NC(=O)CSc1nc(=O)cc(N)n1-c1ccccc1)c1ccccc1 (configuration not stated)
    26%	.

Other entries:
SMILES	Lipid storage S3	Lipid storage S3 cell count max
O=C(Nc1ccc(F)c(F)c1)C1CCCCC1	?	.
CCc1nnc(NC(=O)c2cccnc2)s1	?	.
CCCSc1oc(-c2ccco2)nc1S(=O)(=O)c1ccc(C)cc1	?	.
Cc1ccc(S(=O)(=O)N/N=C/c2ccccc2F)cc1[N+](=O)[O-]	?	.
CC(=O)O[C@]1(C(C)=O)CC[C@H]2[C@@H]3C=C(Cl)C4=CC(=O)CC[C@]4(C)[C@H]3CC[C@@]21C	?	.
COC(=O)c1c(C)nc(C)c2c(=O)oc3ccccc3c12	?	.
C/C(=N\NC(=O)c1cc(-c2ccccc2C)nc2ccccc12)c1cccnc1	?	.
CC(=O)SC1CC(=O)N(c2ccc(C(C)(C)C)cc2)C1=O (configuration not stated)	?	.
CCN(CC)c1ccc(/C=C/c2cccc[n+]2C)c(OC)c1	?	.
COc1ccc(CCn2c(=N)c(C(=O)NC3CCCC3)cc3c(=O)n4ccccc4nc32)cc1OC	i	0
CCCn1nc(CC(=O)OCC)c2ccccc2c1=O	9%	-2
Fc1ccccc1NC(=S)N(CCN1CCCCC1)Cc1ccco1	7%	2

The results go on.
SMILES | Lipid storage S3 | Lipid storage S3 cell count max
CC1(C)Cc2ccccc2C(/C(=N\Nc2cccc(Cl)c2)C(N)=O)=N1 | ? | .
CCCNC(=O)NC(=O)CSc1ncc(C(F)(F)F)cc1Cl | 7% | -7
COc1ccc(OC)c(C2Nc3ccccc3NC3=C2C(=O)CC(C)(C)C3)c1 (configuration not stated) | ? | .
COc1cc(/C=C2\SC(=S)NC2=O)ccc1OS(=O)(=O)c1ccccc1 | -2% | 11
Nc1c(C(=O)NCC2CCCO2)c2nc3ccccc3nc2n1-c1ccccc1 (configuration not stated) | 14% | -5
CCN(CC)S(=O)(=O)c1ccc(C)c(NC(=O)CSc2nc3ccccc3[nH]2)c1 | -9% | -3
Cc1ccc(C(=O)N2CCN(c3ncccn3)CC2)cc1S(=O)(=O)N1CCCCC1 | ? | .
O=C1CSCC(=O)N1c1ncc(C(F)(F)F)cc1Cl | ? | .
Cc1ccc(N2CCN(C(=O)c3cc(-c4ccc(F)cc4)[nH]c3C)CC2C)cc1 (configuration not stated) | -5% | -3
O=C(Cc1ccccc1)Nc1ccccc1C(=O)Nc1ccc(C(=O)O)cc1 | -6% | -15
COc1ccc(N(Cc2cc3ccc(C)cc3[nH]c2=O)C(=O)c2ccco2)cc1 | 14% | 1
Cc1ncc([N+](=O)[O-])n1CC(C)O (configuration not stated) | -2%&4% | 0&-6
CCN(CC)S(=O)(=O)c1ccc(N2CCOCC2)c(NC(=O)c2ccccc2)c1 | ? | .
Cc1cc(-c2ccc(C)c(S(=O)(=O)NCC3CCN(Cc4ccccc4F)CC3)c2)on1 | ? | .
CCN(CC)c1nc2c3c(nc4c(c3c1C#N)CC(=O)N4c1ccc(Cl)cc1)NC(C)=N2 | 3% | 0
CC1CCc2ccccc2N1C(=N)N(C)C (configuration not stated) | ? | .
Cc1nc2cc(-c3ccc(F)cc3)nn2c(N2CCOCC2)c1C | ? | .
O=C(CCC(=O)c1ccc(-c2ccccc2)cc1)Nc1cccnc1 | ? | .
CN(C)S(=O)(=O)Nc1ccccc1C(N)=O | i | 12
Cc1nnc(SCC(=O)NC(=O)NC(C)(C)C)s1 | ? | .
O=C(O)c1cc(S(=O)(=O)N2CCOCC2)c[nH]1 | ? | .
COCCN(C(=O)CSCc1ccc(C)cc1)c1c(N)n(CC(C)C)c(=O)[nH]c1=O | ? | .
Cc1ccsc1C(=O)OCC(=O)Nc1ccc(Cl)cc1C(F)(F)F | 13% | .
Cc1ccc(C(=O)OCC(=O)NCc2cccs2)c(C)c1 | ? | .
Cc1ccc(Nc2nc(N)nc(CSc3nnnn3-c3ccccc3)n2)cc1 | ? | .
CC(C)(C)NC(=O)CC(CC(=O)O)c1ccccc1 (configuration not stated) | ? | .
O=C(NC(Cc1ccccc1)C(=O)N1CCN(S(=O)(=O)c2ccccc2F)CC1)c1ccccc1 (configuration not stated) | -3% | -11
CCOC(=O)C1(CC2CCCCO2)CCN(C(=O)Nc2cccc(SC)c2)CC1 (configuration not stated) | ? | .
Cc1ccc(Cl)cc1NC(=O)CCC(=O)Nc1cc(Cl)ccc1C | ? | .
COC(=O)N/N=C/c1cc(Cl)c(OCc2ccccc2F)c(OC)c1 | 7% | 5
COc1ccc(C(=O)Nc2ccc(NC(=O)C3CCCCC3)nc2)cc1 | ? | .
O=c1c2ccccc2nc(-c2ccc(Cl)cc2Cl)n1O | ? | .
CN(C)CCNC(=O)CN1C(=O)COc2ccc(C(C)(C)C)cc21 | ? | .
OC1CCN(C(=S)Nc2ccc(Oc3ccccc3)cc2)CC1 | ? | .
COc1cc(C2=NC(CO)(CO)CO2)cc(OC)c1OC | ? | .
CCOC(=O)C1CCN(C(=O)c2c(-c3ccccc3)noc2C)CC1 | 7% | 22
O=C(COc1ccccc1)NNc1nc2c(F)cc(F)cc2s1 | ? | .
Cc1ccc(S(=O)(=O)NNc2ccccc2)c(C)c1 | -6% | 3
O=C(C1=NN[C@@H]2C(=O)N(c3cccc(C(F)(F)F)c3)C(=O)[C@H]12)c1cnccn1 | -12% | 3
CCOc1ccc(NC(=O)COC(=O)c2ccc3c(c2)OCCO3)cc1 | 13% | 14
CC(C)(C)c1ccc(OCCCC(=O)NNC(=O)c2ccccc2O)cc1 | -5%[0.0737 µM] | .
O=C(Nc1ccc(Cl)c([N+](=O)[O-])c1)c1ccncc1 | ? | .
COc1ccc(CCC(=O)N2CCCC(Nc3ccc(C)c(C)c3)C2)cc1OC (configuration not stated) | ? | .
O=S1(=O)CCOC[C@H](CC2CCCCC2)N1Cc1ccc(Cl)cc1 | i | -6
COc1cccc2cc(C(=O)C3=C(O)C(=O)N(CCN4CCOCC4)C3c3ccc(C)o3)oc12 (configuration not stated) | i | 1
O=C1C2CC=CCC2C(=O)N1c1ccc(NCCc2cccc(F)c2)c([N+](=O)[O-])c1 (configuration not stated) | ? | .
COc1cc(NC(=O)c2ccc(Br)cc2)ccc1NC(=O)c1cc2ccccc2o1 | 16% | -8
CCn1c(CNc2ccc(Cl)cc2)nnc1SCC(=O)OC1CCCCC1 | -1% | 2

Looked up above.
In Lipid storage S3 cell count max, CCn1c(CNc2ccc(Cl)cc2)nnc1SCC(=O)OC1CCCCC1 is entered as 2
In Lipid storage S3, CC(C)(C)c1ccc(OCCCC(=O)NNC(=O)c2ccccc2O)cc1 is entered as -5%[0.0737 µM]

New compounds follow
SMILES | Lipid storage S3 | Lipid storage S3 cell count max
Cc1cccc(C(=O)NC(=S)NNC(=O)c2ccccc2Cl)c1 | ? | .
COc1ccccc1N1CC(C(=O)Nc2nnc(SCc3cccnc3)s2)CC1=O (configuration not stated) | ? | .
Brc1ccc(CSc2nnc(-c3ccccn3)n2Cc2ccco2)cc1 | ? | .
O=C(c1ccc(S(=O)(=O)Nc2ccccc2F)cc1)N1CCN(c2ccccc2O)CC1 | ? | .
CC(=O)Nc1nonc1NC(=O)COc1ccccc1 | ? | .
CCn1cc(CN2CCC(n3nccc3NC(=O)CCc3ccccc3)CC2)cn1 | i | -3
O=C(CCC(=O)N/N=C/c1ccc(Br)o1)N/N=C/c1ccc(Br)o1 | -6% | 8
Cn1cc(CCC(=O)NCCCc2ccccc2)c2ccccc21 | ? | .
C[N+]1(C2CCC3CCCC2C3O)CCCCC1 (configuration not stated) | 5% | 13
COc1cc(/C=C2\SC(=N)N(c3ccc(F)cc3)C2=O)ccc1O | -2% | .
CCCCOCCCNC(=O)C1CCCCC1 | ? | .
CCCOc1ccc(OCCOCCN2CCc3ccccc3C2)cc1 | ? | .
Cc1cc(C)c(C#N)c(Oc2ccc(F)cc2)n1 | 2% | -3
